Bioassay records: PubChem BioAssay, Sanford-Burnham Center for Chemical Genomics
H9c2 TAG inh: inhibitors of triacylglycerol accumulation, primary screen, cell-based, uHTS, fluorescence, H9c2. inhibition, % at 12.5 µM. AID 651582, 2012. H9c2 cells, Nile Red lipid (TAG) fluorescence; cells loaded with 200 µM oleic acid. actives 0.66% (n = 230,000);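 active means pattern-corrected inhibition of lipid staining of at least 50% with the nuclear-stain viability signal not falling by more than 50%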;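 further: 0% = DMSO wells and 100% = triacsin C control wells; some results filed as inactive read as strong as hits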
H9c2 TAG inh DAPI viability: second read-out of H9c2 TAG inh, no call of its own (marks repeat the call); DAPI nuclei signal change (viability), lower = more cytotoxic, %;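 whole-well DAPI fluorescence read on a plate reader as a viability signal; minus 50 percent equals half of cells still viable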
* = called active by the depositor; i = inactive. Some of the compounds tested, so the mix of outcomes need not match the whole.

SMILES	H9c2 TAG inh	H9c2 TAG inh DAPI viability
CC(C)c1ccc(N(CC(=O)NCC2CCCO2)C(=O)Cn2nnc(-c3cccs3)n2)cc1 (stereo not given)	1	2
Cc1ccc(SC(C)C(=O)Nc2ccccc2C(=O)N2CCOCC2)cc1 (stereo not given)	-11	2
COc1ccc(C(=O)NC(C(=O)NCC2CCCO2)C(C)C)cc1 (stereo not given)	-9	1
Cc1c(-c2ccc(Br)cc2)[n+](=O)c2c(n1[O-])CCCC2	3	1
Cc1cc(C)c2cc(CN(CCO)C(=O)NC3CCCCC3)c(=O)[nH]c2c1	-2	-1
COc1ccccc1Nc1ccc(C(=O)O)cc1[N+](=O)[O-]	-9	8
O=C(NCCCc1nc2ccccc2[nH]1)c1ccco1	-3	2
COc1ccccc1C(C)NC(=O)C1CCN(S(=O)(=O)c2cccs2)CC1 (stereo not given)	-6	3
CCOc1ccccc1NS(=O)(=O)c1cn(C)nc1C	8	-7
CCOC(=O)Cc1csc(NC(=O)CSc2nccn2C)n1	-2	7
CCOC(=O)N1CCN(c2nc(-c3cccc(OC)c3)cc(C(F)(F)F)n2)CC1	-9	-8
CCOc1ccc2[nH]c(=O)c(CN(Cc3cccs3)C(CC)c3nnnn3C(C)(C)CC)cc2c1 (stereo not given)	-24	8
Nc1cccc(-c2nc3ccccc3s2)c1	15	9
CC(C)n1ncc2c(C(=O)Nc3ccc(S(N)(=O)=O)cc3)cc(C3CC3)nc21	10	1
CN1C(=S)SC(/[N+]([O-])=C\c2ccco2)C1(C)C (stereo not given)	1	-3
COc1ccc(C2/C=C\CNCC(=O)N2Cc2ccc(F)cc2)cc1 (stereo not given)	-1	-6
CCC1(CC)C(=O)C2=C3C1[C@H](C(=O)OC)C=C(C(=O)OC)C[C@H]3n1c(=O)n(-c3ccccc3)c(=O)n1[C@H]2C (stereo not given in full)	-8	2
CC1(C(=O)NS(=O)(=O)c2ccc(C#N)cc2)CCN1C(=O)Cc1cc(F)ccc1F (stereo not given)	1	3
Cc1noc(NC(=O)c2c(-c3c(Cl)cccc3Cl)noc2C)c1[N+](=O)[O-]	-5	-2
c1ccc(Cn2ccnc2C2OCCO2)cc1	-5	-3
CCOC(=O)N1CCN(CC(O)COc2c(OC)cccc2OC)CC1 (stereo not given)	0	6
Cc1ccc(NC(=O)COC(=O)C2(C)CC2(Cl)Cl)cc1S(=O)(=O)N1CCOCC1 (stereo not given)	-13	6
CC(=O)Nc1cnc(-c2ccc(O)cc2C)cn1	2	-2
O=C(NC1CCN(Cc2ccccc2)CC1)c1ccc(S(=O)(=O)NCc2ccco2)cc1	-5	0
COc1ccc2nc(NC(=O)Cc3ccc(OC)c(S(=O)(=O)N4CCOCC4)c3)sc2c1	22	-2

Compound profiles (already shown):
`COc1ccc(C2/C=C\CNCC(=O)N2Cc2ccc(F)cc2)cc1` (stereo not given) is listed with H9c2 TAG inh: -1; H9c2 TAG inh DAPI viability: -6
`Cc1c(-c2ccc(Br)cc2)[n+](=O)c2c(n1[O-])CCCC2` is listed with H9c2 TAG inh: 3; H9c2 TAG inh DAPI viability: 1

Remaining list, next part
SMILES	H9c2 TAG inh	H9c2 TAG inh DAPI viability
Cc1ccc(F)c(S(=O)(=O)NC(=O)C2(C)CCN2C(=O)Cc2cccc3ccccc23)c1 (stereo not given)	-9	0
CCOCCCNc1nc2ccccc2[nH]1	-13	-4
O=C(COC(=O)c1cncc(Br)c1)NCc1ccc2c(c1)OCO2	-5	-4
CCN(CC)S(=O)(=O)c1ccc(C(=O)NCCSc2c[nH]c3ccccc23)cc1	36	-13
COc1ccc(S(=O)(=O)N2CCC(N3CCCC3)CC2)cc1	8	-1
Cc1ccc([C@H]2C[C@H](n3cc(-c4ccc(F)cc4)nn3)[C@@H](O)CN2C(=O)c2cccs2)cc1	2	-1
CN1CCC(N(C)C(=O)/C(C#N)=C\c2ccc(OC(F)F)cc2)CC1	11	6
COc1cnc(-c2ccccc2)nc1Oc1cccc(C)c1C	-2	-1
CSc1ccc(C(O)c2ncc(-c3ccccc3Cl)[nH]2)cc1 (stereo not given)	-3	-1
Nc1c(N(CCO)C(=O)c2ccccc2OCc2ccccc2Cl)c(=O)[nH]c(=O)n1Cc1ccccc1	-2	5
Cc1ccc(OC(C)C(=O)Nc2ccccc2C(=O)N2CCOCC2)cc1 (stereo not given)	-8	0
C(=N\Nc1nc2ccccc2[nH]1)/c1ccc2c(c1)OCO2	9	0
NC(=S)NN=C1c2ccccc2-c2c(F)c(F)c(F)c(F)c21	3	-8
CC(=O)OC(C(=O)NC1CCCCC1)c1ccccc1 (stereo not given)	-10	8
CCOc1ccccc1NC(=O)[C@@H](NC(=O)c1cccc(S(=O)(=O)N2CCOCC2)c1)C(C)C	2	5
Clc1nc(Nc2ccc(N3CCOCC3)cc2)c2ccccc2n1	14	-7
Cc1onc(-c2c(F)cccc2Cl)c1C(O)c1ccc(F)cc1 (stereo not given)	-4	-13
O=C(c1cnn(-c2ccccc2)c1)c1cc(Br)ccc1O	-1	1
CCOC(=O)C(NC(C)=O)C(=O)Nc1ccc(C(C)(C)C)cc1 (stereo not given)	5	5
CCN(CC(=O)Nc1ccc(NC(C)=O)cc1)C(=O)C12CC3CC(CC(Cl)(C3)C1)C2	-30	-4
CC(=O)Nc1ccc(Sc2ccccc2C(=O)N2CCCC2)cn1	4	78
Cc1ccc(CN(CC(=O)NC(C)(C)C)C(=O)CNC(=O)c2cccs2)cc1	2	-4
COc1ccc(C2=NOC(C)(c3nnc(-c4ccccc4)o3)C2)cc1 (stereo not given)	-7	1
COc1cc(CC(=O)OCC(=O)N2CCN(C(=O)c3ccco3)CC2)cc(OC)c1OC	-70	-1
O=C(CN1CCN(S(=O)(=O)c2ccccc2F)CC1)N1CCc2ccccc2C1	-3	1
SMILES	H9c2 TAG inh	H9c2 TAG inh DAPI viability
CC(C)(C)NC(=O)COc1ccc(CNCc2ccccn2)cc1	1	3
CC(C)CN(C(=O)Cn1c(C(F)(F)F)nc2ccccc21)c1c(N)n(Cc2ccccc2)c(=O)[nH]c1=O	29	-7
COc1ccccc1OCC(=O)NNC(=O)C1CCN(c2ncnc3sc(C)c(C)c23)CC1	5	-6
O=C(O)c1cccc(S(=O)(=O)Nc2ccc(O)c(Sc3nc4ccccc4s3)c2)c1	-3	11
O=C(NCCCN1CCCC1=O)C(=O)NCC1OCCN1S(=O)(=O)c1ccc(Cl)cc1 (stereo not given)	-3	-1
Cc1ccc(C2=[N+]([O-])C(C)(C)N(O)C2(C)C)cc1	0	-1
COc1ccccc1-c1ccc2c(c1)C(C)(Cc1ccc(OC(F)(F)F)cc1)C(=O)N2 (stereo not given)	-3	-5
CCCCCC(=O)c1ccc(O)cc1O	5	-2
CC(C)CC(N)c1csc(NC(=O)Nc2ccccc2C(C)(C)C)n1 (stereo not given)	40	-25
CCCCN(C(=O)c1ccc(N2CCCC2=O)cc1)c1c(N)n(Cc2ccccc2)c(=O)[nH]c1=O	11	6
Cc1cc(C)c(C#N)c(SCc2ccc(C(=O)O)cc2)n1	-4	1
O=S(=O)(Nc1cccc(Oc2cnccn2)c1)c1ccc(F)cc1	4	5
CCN(CC)C(=O)Cn1cc(C(=O)C(=O)N2CCN(C)CC2)c2ccccc21	-6	1
COc1ccccc1C(=O)NCCC(=O)NC(C)c1ccc(-n2ccnc2)cc1 (stereo not given)	-8	2
CCc1ccc2c(CSc3nnnn3C)cc(=O)oc2c1	5	5
O=C(COC(=O)c1cccs1)NC12CC3CC(CC(C3)C1)C2	-12	3
O=C(NC1CC1)C1CCN(C2CCN(C(=O)/C=C/c3cccs3)CC2)CC1	-2	2
CCCCN(CC)CCCNC(=O)c1cc2cc3ccc(OC)cc3nc2o1	15	i
COc1ccc(COC(=O)N/N=C(\C)CC(=O)NCc2ccc(Cl)cc2)cc1	-16	-5
CCOc1ccccc1-c1nc2c([nH]1)c(=O)n(C)c(=O)n2C	13	13
O=C(CCCCn1c(=S)[nH]c2ccsc2c1=O)NCc1ccc2c(c1)OCO2	-17	4
CC(=O)c1ccc(-c2ccc(C(=O)N3CCC(C(N)=O)CC3)o2)cc1	-3	6
Cn1nc(-c2ccccc2)c(-c2nc(-c3cccc(Cl)c3)no2)c1Cl	30	-4
O=C(CCN1C(=O)c2cccc3cccc(c23)C1=O)NCC1CCCO1 (stereo not given)	-1	-2
CC1(C)CC(=O)C2=C(C1)Nc1[nH]c(=S)[nH]c(=O)c1C2c1ccccc1 (stereo not given)	4	-8

A stretch of the results above, as a working copy:
SMILES	H9c2 TAG inh	H9c2 TAG inh DAPI viability
CC(C)c1ccc(N(CC(=O)NCC2CCCO2)C(=O)Cn2nnc(-c3cccs3)n2)cc1 (stereo not given)	1	2
Cc1ccc(SC(C)C(=O)Nc2ccccc2C(=O)N2CCOCC2)cc1 (stereo not given)	-11	2

Entries above that have a COOH group:
SMILES	H9c2 TAG inh	H9c2 TAG inh DAPI viability
COc1ccccc1Nc1ccc(C(=O)O)cc1[N+](=O)[O-]	-9	8
O=C(O)c1cccc(S(=O)(=O)Nc2ccc(O)c(Sc3nc4ccccc4s3)c2)c1	-3	11
Cc1cc(C)c(C#N)c(SCc2ccc(C(=O)O)cc2)n1	-4	1

Next section:
SMILES	H9c2 TAG inh	H9c2 TAG inh DAPI viability
COC(=O)[C@H]1[C@H]2C[C@@H]3c4[nH]c5cc(OC)ccc5c4CCN3C[C@H]2C[C@@H](OC(=O)c2ccc(N)cc2)[C@@H]1OC	32	6
CCOc1ccc(S(=O)(=O)N2CCN(C3CC(=O)N(c4cccc(C(C)=O)c4)C3=O)CC2)cc1 (stereo not given)	-12	1
CCOc1cc(CNc2ccc(N(C)C)cc2)cc(Br)c1OCC(=O)NC(C)(C)C	2	-4
CCOc1ccc(CN2CCN(Cc3[nH]c4ccc(OC)cc4c3C)CC2CCO)cc1 (stereo not given)	7	23
O=C(CSc1n[nH]c(=O)[nH]c1=O)c1ccccc1	-8	6
O=C1CC(c2ccccc2)n2nc(N3C(=O)CCC3=O)nc2N1 (stereo not given)	-20	8
Cc1c(NC2(C#N)CCCCC2)c(=O)n(-c2ccccc2)n1C	0	-8
CN(C)c1nc(NC(C)(C)C)nc(SCC(=O)Nc2ccccc2)n1	-13	5
Clc1ccc(-c2cc(COc3ccccc3)on2)cc1	-2	-6
O=C(CCc1c[nH]c2ccccc12)N1CCN(S(=O)(=O)c2ccc([N+](=O)[O-])cc2)CC1	8	2
Cc1ccc(NNC2CC(=O)N(c3cccc(Cl)c3)C2=O)cc1 (stereo not given)	7	-6
CCn1c(SCC(=O)Nc2ccc(Br)cn2)nnc1C1CC1	-1	6
CC(C)NC(=O)Nc1cccc2c1O[C@H](CN(C)S(=O)(=O)c1ccc(F)cc1)[C@@H](C)CN([C@H](C)CO)C2=O	7	5
O=C(Nc1nccs1)c1ccc(-c2cccc([N+](=O)[O-])c2)o1	11	5
O=C(NCC(=O)N(Cc1ccco1)C(C(=O)NC1CCCC1)c1ccncc1)c1cccs1 (stereo not given)	6	-3
CCCOC(=O)Cc1c(O)c2ccccc2[nH]c1=O	-18	2
COCCNC(=O)C1CC(c2ccc(F)cc2)=NO1 (stereo not given)	-10	17
CCn1c(SCC(=O)Nc2oc(C)c3c(C)n[nH]c(=O)c23)nc2sc(C)c(C)c2c1=O	12	0
CC(=O)Nc1cc[n+](C(C)C(=O)c2ccc(Cl)cc2)cc1 (stereo not given)	0	2
COc1cccc(-n2cnnn2)c1	4	-8
O=[N+]([O-])c1ccc(N2CCN(C(=S)Nc3ccc(F)cc3F)CC2)cc1	-3	-4
O=C(CN1C(=O)NC2(CCCCCC2)C1=O)N1CCN(c2ccccc2)CC1	-9	3
COc1ccc(C(=O)NNC2=NCCCCC2)cc1	1	-12
O=C(CN1c2ccccc2Sc2ccccc21)N/N=C/c1ccccc1	-2	-7
Cc1cc(C)cc(N(CCC#N)C(=O)CSC2=Nc3ccccc3C3CC=NN23)c1 (stereo not given)	-13	13

Rewritten with bars between the fields: entries from further up.
SMILES | H9c2 TAG inh | H9c2 TAG inh DAPI viability
COC(=O)[C@H]1[C@H]2C[C@@H]3c4[nH]c5cc(OC)ccc5c4CCN3C[C@H]2C[C@@H](OC(=O)c2ccc(N)cc2)[C@@H]1OC | 32 | 6
CCn1c(SCC(=O)Nc2oc(C)c3c(C)n[nH]c(=O)c23)nc2sc(C)c(C)c2c1=O | 12 | 0
O=C(CN1c2ccccc2Sc2ccccc21)N/N=C/c1ccccc1 | -2 | -7

(next part)
SMILES	H9c2 TAG inh	H9c2 TAG inh DAPI viability
COc1cc(OC)c(NS(=O)(=O)c2cc(C(=O)NCCCN3CCOCC3)ccc2C)cc1Cl	16	3
COc1c(C)cccc1C(=O)Nc1ccc(N2CCN(S(C)(=O)=O)CC2)cc1	2	-14
COc1ccc(NC(=O)CN(C)C(=O)c2ccccc2CCc2ccccc2)cc1	17	-6
Cc1cccc(OCC(=O)NNC(=O)c2cc(S(=O)(=O)N(C)C)ccc2N2CCCC2)c1	9	-6
O=C(NC(Cc1ccccc1)C(=O)N1CCCC(C(F)(F)F)C1)c1ccccc1 (stereo not given)	-10	5
Cc1cc(NC(=O)C(C)SCC(=O)N(C)CC(=O)Nc2ccc(F)cc2)no1 (stereo not given)	-1	5
CCC1(c2ccccc2)NC(=O)N(CC(=O)Nc2ccc3c(C)cc(=O)oc3c2)C1=O (stereo not given)	4	9
O=S(=O)(c1ccc(SCc2cccc(Cl)c2)nc1)N1CCCC1	7	-1
Cc1cc(NC(=O)Nc2ccc(Cl)cc2)no1	-2	3
CCSc1nnc(NC(=O)CSc2nc(CC)nc3c2c(=O)n(C)c(=O)n3C)s1	1	-10
CC(NC(=O)c1cc(S(=O)(=O)N2CCOCC2)ccc1N1CCCC1)c1ccc(Cl)c(Cl)c1 (stereo not given)	17	-14
O=C(NNC(=O)c1cccnc1)Nc1ccc(Cl)c(Cl)c1	-15	12
CCOC(CC(=O)NNC(=O)c1c(-c2c(Cl)cccc2Cl)noc1C)OCC	-4	6
COc1ccccc1CN1CCN(Cc2nc(-c3ccc(C)cc3)oc2C)CC1	5	-1
COC(=O)c1ccc(S(=O)(=O)N2CCN(C)CC2)n1C	3	0
Cc1cc2ccc3ccccc3c2cc1CN(C)C	24	-2
